# Screening results as filed in PubChem BioAssay.
# SMARCA2 activ: increases SMARCA2 function in MMTV reporter cells | AID 652017 | 370,000 compounds, 1% hits | activation, % at 9.1 µM | MG213 cells, MMTV-luciferase reporter, dexamethasone, overnight; in the data active = activation above about 7.8%;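 also: 0% = vehicle wells and 100% = reference activator wells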
# ssDAF-12 act: activators of S. stercoralis DAF-12 nuclear receptor; HEK293 ssDAF-12/GRIP1 lit1-tk-luc reporter, luminescence; % of 3 µM dafachronic acid response; activation, % at 6.8 µM; 370,000 compounds, 1% hits;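 active = activation above the mean over all tested compounds plus 3 SD, cut at about 0.9% in these data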;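 also: 0% = DMSO-only wells and 100% = 3 µM delta7-dafachronic acid wells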
# DAX1 inh-1: DAX1 (NR0B1) inhibition, primary screen; HEK293T StAR-luciferase reporter, SF-1/DAX-1 repression relief; inhibition, % at 6.8 µM; 370,000 compounds, 1.1% hits; AID 652010;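 active = inhibition above the mean over all tested compounds plus 3 SD, cut at about 3.6% in these data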;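 also: 0% = DAX-1 cells with DMSO and 100% = cells lacking DAX-1 with DMSO; higher inhibition means more luminescence from relief of DAX-1 repression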
# hgDAF-12 ag: activates the H. glycines DAF-12 receptor ligand-binding domain; HEK293 GAL4-hgDAF12 UAS-luciferase reporter, agonist luminescence; normalized to butyrate control; AID 687014; 370,000 compounds, 1.8% hits; activation, % at 6.8 µM;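 active = activation above a cutoff set at the mean of all screened compounds plus 3 SD, cut at about 10% in these data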;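 also: 0% = DMSO wells and 100% = sodium butyrate wells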
# PLC-beta3 inh: PLC-beta3 (human) inhibition, primary screen | Q01970 | Purified PLC-beta3, fluorogenic substrate, fluorescence | inhibition, % at 12.2 µM | 370,000 compounds, 0.18% hits | AID 720704; in the data active = inhibition above about 11%;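 also: 0% = median of compound wells on plate and 100% = full blocker control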
# hcDAF-12 act: H. contortus DAF-12 activation, primary screen. HEK293 hcDAF-12 lit1-tk-luc reporter, luminescence; 0% DMSO, 100% Δ7-dafachronic acid. activation, % at 6.8 µM. AID 652067. 370,000 compounds, 1.4% hits;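 active = activation above the mean of all tested compounds plus 3 SD, cut at about 5.5% in these data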;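 also: 100% = response to 3 µM Δ7-dafachronic acid high control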
# DAX1 inh-2: inhibitors of human orphan nuclear receptor DAX1 (NR0B1) | 340,000 compounds, 0.99% hits | AID 504766 | HEK293 Gal4-DAX1 luciferase reporter, luminescence | inhibition, % at 6.75 µM | P51843;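 active = inhibition above the mean over all tested compounds plus 3 SD, cut at about 4.2% in these data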;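 also: 0% = DAX1-transfected cells with DMSO and 100% = empty-vector control cells with DMSO; inhibition shows as a rise in luminescence from relieved DAX1 repression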
# Target sequence (P51843 207-470 limits assumed): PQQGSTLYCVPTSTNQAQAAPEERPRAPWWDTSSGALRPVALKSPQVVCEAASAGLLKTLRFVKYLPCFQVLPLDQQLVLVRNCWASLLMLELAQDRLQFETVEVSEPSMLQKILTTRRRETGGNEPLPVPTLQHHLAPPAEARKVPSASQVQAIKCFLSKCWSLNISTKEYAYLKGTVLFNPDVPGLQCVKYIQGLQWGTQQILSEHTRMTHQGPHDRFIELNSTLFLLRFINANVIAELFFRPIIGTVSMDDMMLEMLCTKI
# ADAM17 inh: inhibitors of human ADAM17 | recombinant ADAM17, EDANS/DABCYL FRET peptide cleavage | inhibition, % at 6.95 µM | 370,000 compounds, 0.83% hits;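 active = inhibition above the mean of compounds lying between control limits plus 3 SD, set per campaign, cut at about 8.5% in these data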;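 also: 0% = DMSO-only wells as the low control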
# NR1D1 modulator: modulators of human Rev-erb alpha DNA binding. 370,000 compounds, 0.79% hits. P20393. Rev-erbα–FITC-DNA binding, fluorescence polarization, 90 min. activity, % at 10 µM. AID 1259318;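 active = activity above about 14%, limit read from the data; passing the limit was not always enough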;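 also: 0% = DMSO wells with 35 nM protein and 100% = DMSO wells with 750 nM protein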
# MBD2 inh: MBD2-methylated oligo binding inhibition | 370,000 compounds, 0.31% hits | Q9UBB5 | inhibition, % at 4.4 µM | TR-FRET, MBD2 binding to methylated oligonucleotide; in the data active = inhibition above about 13%
# Target sequence (Q9UBB5 whole entry, looked up): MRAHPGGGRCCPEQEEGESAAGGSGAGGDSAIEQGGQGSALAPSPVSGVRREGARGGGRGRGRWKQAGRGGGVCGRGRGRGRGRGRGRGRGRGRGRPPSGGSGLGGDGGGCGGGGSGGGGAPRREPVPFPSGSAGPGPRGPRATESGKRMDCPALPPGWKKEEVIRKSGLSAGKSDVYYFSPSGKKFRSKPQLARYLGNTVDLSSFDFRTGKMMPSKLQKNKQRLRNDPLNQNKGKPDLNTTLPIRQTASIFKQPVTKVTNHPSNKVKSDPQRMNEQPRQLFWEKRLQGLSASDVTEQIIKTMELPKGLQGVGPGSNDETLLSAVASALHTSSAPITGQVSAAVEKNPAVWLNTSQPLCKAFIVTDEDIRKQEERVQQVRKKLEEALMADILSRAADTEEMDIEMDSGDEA
# PLC-gamma1 inh: inhibitors of human phospholipase C gamma1; 370,000 compounds, 0.84% hits; AID 720700; P19174; purified PLC-gamma1, fluorogenic substrate, fluorescence; inhibition, % at 12.2 µM; in the data active = inhibition above about 9.5%
# Numbers without * were called inactive; i = inactive; . = not tested or not shown.
SMILES,SMARCA2 activ,ssDAF-12 act,DAX1 inh-1,hgDAF-12 ag,PLC-beta3 inh,hcDAF-12 act,DAX1 inh-2,ADAM17 inh,NR1D1 modulator,MBD2 inh,PLC-gamma1 inh
COc1ccc(CC(=O)Nc2ccc(/C(C)=N/NC(=O)c3cccc([N+](=O)[O-])c3)cc2)cc1,-2,-0.5,-1.2,0.7,1,-1.6,0.6,1,2,3,-5
COC(=O)c1ccccc1NC(=O)CNc1cc(OC)c(OC)cc1C,-4,-1.5,-0.9,-4.9,-10,-2.0,-0.2,1,-1,2,-11
CC1CCCN(Cc2nc3c(c(=O)n(C)c(=O)n3C)n2CCc2ccccc2)C1 (stereo not drawn),2,-0.7,0.3,0.1,3,-1.0,1.8,2,-3,-5,5
Cc1cccc(C(=O)Nc2nnc(S(=O)(=O)N3CCC(C)CC3)s2)c1,0,-0.4,0.6,1.9,-30,1.9,0.7,-1,0,0,-17
COc1cccc(-n2nc(-c3ccnn3-c3cccc(Cl)c3)c(=O)n(C)c2=O)c1,-3,-1.8,0.0,-3.7,-5,0.9,-0.3,1,2,2,-1
COc1cc(CC(=O)OCC(=O)Nc2ncc(Cl)cc2Cl)cc(OC)c1OC,0,-1.2,0.2,0.0,-8,1.2,1.1,-1,2,2,-3
CC(=O)Nc1ccc(NC=C(C#N)C#N)cc1,-2,-1.6,0.1,-1.0,-5,-3.2,0.5,-2,-3,2,2
CC(=O)/C(=N\Nc1ccccc1Cl)Sc1nnc(-c2ccccc2)n1-c1ccccc1,-1,-1.6,0.2,1.3,5,-0.6,1.6,4,-12,-3,7
CS(=O)(=O)c1ccc(Nc2nc(C(N)Cc3ccc(Cl)cc3)cs2)cc1 (stereo not drawn),-2,-1.6,-1.3,-2.0,-16,-2.0,.,-15,-3,8,-12
COC(=O)c1sc(N2CCN(Cc3ccccc3)CC2)nc1N,0,-0.9,0.6,0.4,-10,-1.3,-1.1,-4,-2,-4,4
Cc1cc(=O)[nH]c(Nc2cccc(Cl)c2C)n1,-2,-1.2,-0.4,1.2,-5,-0.8,1.2,-3,-10,6,-4
O=C(Cn1c(=O)c2c3c(sc2n(Cc2ccccc2)c1=O)CCCC3)NCCO,-2,-1.4,-0.3,-1.8,-5,-1.7,1.1,-1,1,2,-1
O=C(NCc1ccco1)c1ccc(NC(=O)C2COc3ccccc3O2)cc1 (stereo not drawn),0,-1.0,-0.3,-1.3,2,-0.4,0.0,-2,-4,-3,2
CCOc1cc(C(=O)N[C@@H](C)C(=O)N2CCC3(CC2)NCCc2[nH]cnc23)cc(OCC)c1OCC,-1,-1.0,0.7,1.6,-1,0.0,0.5,-2,-5,-4,-1
CC(=O)c1cccc(NC(=O)C2C3C=CC(C4CC34)C2C(=O)O)c1 (stereo not drawn),0,-0.9,-0.4,0.2,-2,-1.4,1.0,-1,3,-3,-1
CN(C)CCNC(=O)/C(=C/c1ccc(-c2cccc([N+](=O)[O-])c2)o1)NC(=O)c1ccccc1,-3,-0.9,-0.3,-1.9,2,-1.2,-1.0,0,0,-3,1
CCCc1cc(NCCCN(C)C)n2c(nc3ccccc32)c1C#N,-1,-0.5,0.3,-2.7,i,-0.8,-0.6,i,-2,0,i
CCCCCCOc1ccc(/C=N/NC(=O)C2CC2)cc1,-1,-1.1,1.1,0.1,-7,0.8,0.4,0,-5,1,-2
Cc1ccccc1CNC(=O)C1CCCN(c2nnc(C)c3c(C)n(-c4ccccc4)nc23)C1 (stereo not drawn),1,-1.6,-2.7,0.0,-160,-0.6,-0.8,-76,-5,3,-100
c1ccc(CCn2nnnc2CN2CCN(C3CCCC3)CC2)cc1,-4,-1.1,-0.4,0.2,6,0.0,0.7,0,3,9,4
COc1ccccc1N1CCN(C(=O)Oc2ccccc2)CC1,2,-0.8,-0.2,0.4,1,-1.7,0.4,-2,-3,0,1
Cc1noc(NS(=O)(=O)c2ccc(NC(=O)CSc3nc4c(cc3C#N)CCCCC4)cc2)c1C,-3,-1.1,-0.4,-3.0,-8,-1.1,1.0,-4,2,3,1
Cc1ccccc1-n1c(SCC(=O)Nc2ccccc2Cl)nc2n[nH]c(C)c2c1=N,-2,-0.4,0.0,-0.8,-5,-3.1,0.3,4,0,0,0
C=CCNC(=O)/C(=C\c1ccc(OC)cc1)NC(=O)c1ccc([N+](=O)[O-])cc1,-3,-1.3,0.1,7.2,0,-1.6,-0.4,-2,0,2,-4
C[C@@H](NC(=O)c1nc[nH]c1C(=O)NCc1ccc(CNC(=O)OC(C)(C)C)cc1)c1ccccc1,-2,-1.8,-0.9,-4.5,7,-1.6,-0.5,17*,-5,2,7
COc1ccc(-c2oc3ncn4nc(Cc5ccccc5)nc4c3c2-c2ccc(OC)cc2)cc1,6,-1.4,1.3,0.4,-2,-0.1,0.3,0,-1,2,-1
COc1cc(OC)cc(C2=Cc3ccc(OC)cc3C(CC(C)=O)N2c2ccc(-c3cncnc3)cc2)c1 (stereo not drawn),-2,-1.7,-0.7,-0.9,-25,-2.0,.,-15,0,-6,-13
CC(c1ccon1)N(C)Cc1c(C(=O)N(C)Cc2ccccc2)nc2ccccn12 (stereo not drawn),-4,-1.3,-0.6,0.2,4,-0.5,-0.1,-1,-1,-3,1
Cc1sc(-c2c(C#N)c(N)nc3c2CCCCCC3)cc1[N+](=O)[O-],-2,-0.8,-0.8,3.8,-16,0.4,0.1,-9,9,6,1
O=C(CN1CCCCC1)Nc1nc(-c2ccccc2)cs1,1,-0.7,-0.1,1.4,-1,0.3,2.3,0,-2,0,3
CCOC(=O)Cc1csc(/C(=N/O)C(N)=O)n1,0,-0.3,0.8,-1.4,-2,-0.8,-0.7,2,-1,3,-3
Cc1cc(C(=O)NN)c(Cl)cc1Cl,1,-1.1,-0.5,-0.5,-10,-1.8,-0.3,1,7,2,-1
CCOC(=O)c1ccccc1OCc1cc(/C=N/NC(=O)c2ccncc2)ccc1OC,-3,-2.7,-0.6,-1.5,-22,-2.7,-2.0,-3,-6,4,-9
CCc1ccc(NC(=O)CC2C(=O)N(c3cccc(OC)c3)C(=O)N2CCOC)cc1 (stereo not drawn),-2,-1.5,0.0,-0.9,-1,-1.3,-0.7,2,-6,-4,6
COc1ccccc1S(=O)(=O)N(C)C[C@@H]1OCc2cnnn2CCCC(=O)N([C@@H](C)CO)C[C@H]1C,-1,-1.2,-0.1,-0.8,0,0.6,0.1,2,3,2,-1
C=CCn1c(C(CC)CC)nc2ccccc21,3,-1.7,0.2,1.3,-3,-2.2,.,4,-2,6,5
CCNC(=O)CCn1nc(-c2ccc(C)cc2)c2ccccc2c1=O,-1,-1.2,0.0,-1.2,-3,-0.9,-1.3,-1,-1,-7,5
N#Cc1cc2ccccc2nc1SCc1ccccn1,7,4.7*,4.3*,17*,-217,20*,1.9,-5,-4,-1,-161
Oc1cnc2ccccc2c1CN1CCOCC1,-3,-0.9,0.0,3.2,-94,-0.1,-0.4,-71,2,2,-71
O=C(CNc1cccc2ccccc12)N/N=C/c1cccc(Oc2ccccc2)c1,-3,-1.2,-0.8,-0.3,-22,-0.4,4.1,-21,0,-5,-25
CCN(C(=O)c1cc(Cl)ccc1OC)c1ccccc1C,0,-0.3,-0.2,-2.5,1,-0.9,-0.3,-5,3,-2,0
CCC(C)NC(=O)C1CCN(S(=O)(=O)c2ccc3nc4c(c(C(=O)O)c3c2)CCCCC4)CC1 (stereo not drawn),0,-0.5,0.2,-2.1,-9,-1.6,0.1,-3,-4,2,0
O=C(CSc1nnc(NC(=O)c2ccco2)s1)NC1CCCC1,-3,-1.1,0.7,1.0,0,-1.1,1.2,0,-5,3,-1
Cc1cccnc1NC(=O)C1CCCN1S(=O)(=O)c1ccc(Cl)cc1 (stereo not drawn),-2,-1.4,0.0,-1.5,-5,-1.4,-0.1,-2,6,3,2
COc1ccccc1CNC(=O)COC(=O)Cc1c(Cl)cccc1Cl,0,-1.1,-0.3,-1.3,-2,-2.1,-1.0,-3,-1,4,0

# 8 compounds from above, sorted by length of the SMILES, falling:
SMILES,SMARCA2 activ,ssDAF-12 act,DAX1 inh-1,hgDAF-12 ag,PLC-beta3 inh,hcDAF-12 act,DAX1 inh-2,ADAM17 inh,NR1D1 modulator,MBD2 inh,PLC-gamma1 inh
COc1ccccc1S(=O)(=O)N(C)C[C@@H]1OCc2cnnn2CCCC(=O)N([C@@H](C)CO)C[C@H]1C,-1,-1.2,-0.1,-0.8,0,0.6,0.1,2,3,2,-1
CCOC(=O)c1ccccc1OCc1cc(/C=N/NC(=O)c2ccncc2)ccc1OC,-3,-2.7,-0.6,-1.5,-22,-2.7,-2.0,-3,-6,4,-9
O=C(CNc1cccc2ccccc12)N/N=C/c1cccc(Oc2ccccc2)c1,-3,-1.2,-0.8,-0.3,-22,-0.4,4.1,-21,0,-5,-25
Cc1cccnc1NC(=O)C1CCCN1S(=O)(=O)c1ccc(Cl)cc1 (stereo not drawn),-2,-1.4,0.0,-1.5,-5,-1.4,-0.1,-2,6,3,2
O=C(CSc1nnc(NC(=O)c2ccco2)s1)NC1CCCC1,-3,-1.1,0.7,1.0,0,-1.1,1.2,0,-5,3,-1
N#Cc1cc2ccccc2nc1SCc1ccccn1,7,4.7*,4.3*,17*,-217,20*,1.9,-5,-4,-1,-161
C=CCn1c(C(CC)CC)nc2ccccc21,3,-1.7,0.2,1.3,-3,-2.2,.,4,-2,6,5
Cc1cc(C(=O)NN)c(Cl)cc1Cl,1,-1.1,-0.5,-0.5,-10,-1.8,-0.3,1,7,2,-1

# Next part.
SMILES,SMARCA2 activ,ssDAF-12 act,DAX1 inh-1,hgDAF-12 ag,PLC-beta3 inh,hcDAF-12 act,DAX1 inh-2,ADAM17 inh,NR1D1 modulator,MBD2 inh,PLC-gamma1 inh
O=C(Cn1c2c(sc1=O)C1c3ccccc3OCC1CS2)Nc1ccc(Cl)c(Cl)c1 (stereo not drawn),5,-1.1,-0.1,-1.4,-13,0.1,0.6,2,-3,3,-7
COc1ccc(C)cc1S(=O)(=O)N1c2ccc(C)cc2C2CN(C)CCC21 (stereo not drawn),-5,-1.1,-0.9,2.2,-4,-0.6,-0.6,-3,-3,1,-2
CCc1ccccc1NC(=O)N1C2CCCC1CC(NC(=O)C(C)(C)C)C2 (stereo not drawn),2,-0.8,0.6,-2.1,-3,-2.3,0.0,-5,1,-4,5
O=C([C@H]1O[C@@H](n2ccc(=O)[nH]c2=O)[C@H](O)[C@@H]1O)N(CCC1=CCCCC1)CC1CC1,1,-0.9,-0.4,-1.3,3,-2.4,.,3,5,-5,5
COc1ccccc1OCCCC(=O)Nc1ccc(N2CCOCC2)cc1,2,-1.3,-0.9,-0.9,-4,-2.2,0.0,-2,1,1,1

# Random draw from the library. About 7.4% of those tested had a hit in this group.
